Screens deposited in PubChem by The Scripps Research Institute Molecular Screening Center.
TEAD-YAP block = TEAD-YAP interaction inhibition; HEK-TIYL cells, TEAD-Gal4/YAP UAS-luciferase luminescence; inhibition, % at 9.12 µM; 1.4% of 640,000 active; AID 1259422; in the data active = inhibition above about 32%;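 note: 0% = median of test compound wells and 100% = reference inhibitor wells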
GPR151 activ = activates the human receptor GPR151 | PathHunter beta-arrestin GPR151 cells, luminescence | Q8TDV0 | activation, % at 11.2 µM | 1% of 650,000 active; in the data active = activation above about 4.9%;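 note: 0% = median of compound wells and 100% = cells with positive control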
MITF primary = human MITF inhibition, primary screen; O75030; AlphaScreen MITF homodimerization, bead proximity signal; inhibition, % at 2.6 µM; 0.91% of 650,000 active; AID 1259374; in the data active = inhibition above about 50%;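 note: 0% = vehicle wells with protein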
FBW7 act = human FBW7 E3 ligase activation, primary screen. 0.13% of 650,000 active. Q969H0. normalized activity (activation), % at 26.1 µM. AlphaScreen FBW7–phospho-cyclin E peptide binding, activator screen; in the data active = normalized activity above about 1.9%;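 note: purified mutant Fbw7 with reduced substrate affinity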
Target sequence (Q969H0 whole entry, looked up): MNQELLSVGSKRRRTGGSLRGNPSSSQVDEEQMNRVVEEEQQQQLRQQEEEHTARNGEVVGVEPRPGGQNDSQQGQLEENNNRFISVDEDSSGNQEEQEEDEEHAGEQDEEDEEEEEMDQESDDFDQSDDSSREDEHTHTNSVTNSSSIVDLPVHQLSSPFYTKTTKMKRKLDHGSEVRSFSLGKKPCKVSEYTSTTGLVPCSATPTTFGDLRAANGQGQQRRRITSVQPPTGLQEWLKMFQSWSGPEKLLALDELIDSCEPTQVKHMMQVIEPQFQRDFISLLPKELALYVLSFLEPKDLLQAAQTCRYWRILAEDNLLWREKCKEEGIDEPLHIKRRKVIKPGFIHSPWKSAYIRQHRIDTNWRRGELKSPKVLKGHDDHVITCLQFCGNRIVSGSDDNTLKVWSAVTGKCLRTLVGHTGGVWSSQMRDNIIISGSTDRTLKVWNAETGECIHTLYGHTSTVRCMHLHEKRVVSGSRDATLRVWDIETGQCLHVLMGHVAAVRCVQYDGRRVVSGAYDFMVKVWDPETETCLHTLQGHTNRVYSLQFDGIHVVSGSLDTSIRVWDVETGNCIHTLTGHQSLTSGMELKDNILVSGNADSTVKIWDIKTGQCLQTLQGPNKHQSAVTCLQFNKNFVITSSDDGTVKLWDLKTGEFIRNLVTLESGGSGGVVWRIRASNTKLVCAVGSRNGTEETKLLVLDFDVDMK
An asterisk follows results filed as active.

#	structure	TEAD-YAP block	GPR151 activ	MITF primary	FBW7 act
1	c1ccc2[nH]c(COCc3nc4ccccc4[nH]3)nc2c1	1	0.2	-1	0.2
2	Cc1ccc(N2CC(NC(=O)N3CCCc4ccccc43)CC2=O)cc1 (stereo unspecified)	7	-0.6	9	-0.2
3	COc1ccc(C(=O)N/N=C(\C)CC(=O)Nc2ccc3c(c2)OCCO3)cc1	-38	-0.3	-5	0.1
4	COc1ccc(C2=N/C(=C\c3ccc(F)cc3)C(=O)O2)c(Cl)c1	12	0.2	4	0.1
5	NC(=O)c1c(NC(=O)CN2C(=O)CCC2=O)sc2c1CCCCC2	0	0.3	-1	0.1
6	COc1ccc(S(=O)(=O)NCCc2cc3ccc(OC)cc3[nH]c2=O)cc1	6	0.2	15	0.3
7	COc1cccc(NC(=O)c2cc(OC)c(OC)c(OC)c2Br)c1	-6	1.6	3	0.0
8	Cc1noc(/C=C/N(C)C)c1S(=O)(=O)N(C)c1ccc2c(c1)OCO2	6	-0.4	8	0.0
9	CC(=O)Nc1ccc(Nc2cc(C)nc(Nc3ccc4ncccc4c3)n2)cc1	27	0.8	10	0.1
10	COc1cc(C#N)ccc1OCc1ccc([N+](=O)[O-])cc1	-91	-0.4	6	0.1
11	Cn1cccc1/C=N\Nc1nc2c(c(=O)n(C)c(=O)n2C)n1C	-5	0.1	-4	0.2
12	C=CCOc1ccc(/C=C2\NC(=S)N(C)C2=O)cc1Cl	4	0.8	6	-0.1
13	O=C(Nc1cccc(F)c1)c1cc(S(=O)(=O)N2CCN(c3ccccn3)CC2)ccc1F	4	-0.5	0	-0.3
14	CCOc1ccccc1CN1CCc2nnc(C3CCCO3)n2CC1 (stereo unspecified)	-6	-0.8	-18	-0.1
15	O=C1c2ccc([N+](=O)[O-])cc2C(=O)N1C1CCCCC1	8	-0.2	-3	-0.5
16	O=C(NCc1ccc(Cl)cc1)C1CCCC1	8	-0.7	7	0.1
17	CCCCc1ccc(-c2nc(Nc3ccc(Br)cc3C)c3ccccc3n2)cc1	0	0.5	-4	0.0
18	COC(=O)c1c(OCc2ccncc2)cc(=O)n2c1CCN(CC1CC=CCC1)CC2 (stereo unspecified)	-17	-1.1	-2	0.1
19	CC(=O)c1ccc(NC(=O)c2ccc(Cn3c(=O)[nH]c4ccsc4c3=O)cc2)cc1	3	-0.7	9	0.2
20	COC(=O)CSc1nc2c(c(-c3ccc(C)o3)c1C#N)CCCC2	-2	2.1	-8	0.0
21	COc1ccc(CNc2cc(C)nc(-c3cccc(C)c3)n2)cc1	-41	0.3	-1	0.0
22	Cc1ccc(CN2CCN(C(=O)Cn3cc(NC(=O)c4ccco4)cn3)CC2=O)cc1	0	0.3	-2	-0.2
23	O=C1CSC(c2ccc([N+](=O)[O-])cc2)N1c1ccc(F)c(Cl)c1 (stereo unspecified)	3	-0.5	4	-0.4
24	COc1ccc(/C=C\C(=O)Nc2c3c(nn2-c2ccccc2C)CS(=O)(=O)C3)cc1OC	-11	1.6	-6	-0.1
25	COc1ccccc1-n1nc(C(=O)Nc2ccc(F)c(Cl)c2)c2ccccc2c1=O	4	0.0	1	0.0
26	O=C(CSc1ccsc1[N+](=O)[O-])NCc1ccccc1	-40	-0.1	4	0.3
27	COC(=O)C1=C(C)N(C(C)C)C(=O)C1(NC(C)=O)C(F)(F)F (stereo unspecified)	-4	-0.6	-9	-0.1
28	CCc1cnc(Nc2cccc3ncc(-c4cccc(NS(C)(=O)=O)c4)cc23)nc1	-8	3.1	12	-0.2
29	CCOC(=O)C(NC(=O)C(Cc1ccc([N+](=O)[O-])cc1)NC(C)=O)C(C)C (stereo unspecified)	-3	1.7	14	0.1
30	CCOc1ccc(NC(=O)c2sccc2-n2cccc2)cc1	-2	0.3	8	-0.3
31	COc1cc(OC)c(C2Oc3ccccc3C3CC(c4cccs4)=NN32)cc1OC (stereo unspecified)	-39	-1.1	13	0.3
32	O=C(CN1N=C(c2ccccc2)CCC1=O)NCCCN1CCC(Cc2ccccc2)CC1	4	-1.3	6	0.0
33	O=C(CN1N=C(c2ccc(F)cc2)Cn2c(cc3ccccc32)C1=O)NCc1ccco1	5	-0.2	9	0.0
34	Cc1cc(-c2cn[nH]c2C2CCN(C(=O)Cc3ccccc3F)CC2)on1	-7	-0.3	8	0.0
35	Cc1ccc(SC2CC(=O)N(c3ccccc3)C2=O)cc1 (stereo unspecified)	1	5.0*	5	-0.1
36	COc1ccc(OC)c(CNCc2c(C(=O)O)n(C)c3cc(OC)ccc23)c1	6	-1.5	14	0.3
37	COc1ccccc1NC(=O)C(=O)NCCN1CCNCC1	-8	0.3	3	-0.2
38	CC1=C(C(=O)OC(C)(C)C)C(c2ccc(Cl)cc2)C(C#N)=C(SCC(=O)Nc2ccc3ccccc3c2)N1 (stereo unspecified)	9	0.5	16	0.3
39	CN(C)c1ccc(/C=C(/NC(=O)c2ccccc2Br)C(=O)Nc2ccc([N+](=O)[O-])cc2)cc1	0	-0.1	17	0.1
40	O=C(NCC1(c2ccccc2)CCOCC1)c1ccccc1C(=O)c1ccccc1	9	-0.1	19	0.1

41) Cc1cc(=O)nc2c3ccccc3n(C(C)C(=O)NCCCN3CCOCC3)n12 (stereo unspecified)
42) O=C(CN1CCC(O)(c2ccc3c(c2)OCO3)CC1)N1CCCC1
43) CCC1Sc2ccccc2N(CC(=O)NCCc2ccc(C)cc2)C1=O (stereo unspecified)
44) Cc1cc[n+](CC(=O)N2CCCCC2)cc1
45) CN(Cc1cc(Br)c(O)c2ncccc12)C1CCCCC1
46) O=C1CCCN1CCn1cnc2c(NCc3ccccc3)nc(-c3csc4ccccc34)nc21
47) COCCCN1C(=O)c2oc3ccc(Cl)cc3c(=O)c2C1c1ccc([N+](=O)[O-])cc1 (stereo unspecified)
48) COC(=O)C1C(=O)OC(C)(C)C1C(C)C(=O)c1ccccc1 (stereo unspecified)

Assay by compound,41,42,43,44,45,46,47,48
TEAD-YAP block,1,-1,-10,-9,87*,6,0,6
GPR151 activ,-0.8,0.1,-0.7,0.0,1.9,0.0,-0.3,-1.1
MITF primary,2,-6,-7,-7,79*,-4,6,-5
FBW7 act,-0.1,0.1,0.0,0.0,-0.6,0.0,-0.1,0.7

49) Cc1cc(Cl)ccc1OCC(=O)Nc1cc(-c2ccncc2)cn(C)c1=O
50) O=C(Nc1nc2c(s1)CCCC2)C1CN(c2nc3ccccc3s2)C1
51) CCCN1CCc2c(sc(NC(=S)Nc3ccccc3)c2C(=O)OCC)C1
52) N#Cc1c(SCC(=O)OCc2ccccc2)nsc1SCC(=O)OCc1ccccc1
53) CC1(C)CC(=O)C2=C(C1)OC(N)=C(C#N)C2c1ccccc1F (stereo unspecified)
54) CC1CN(Cc2nc3c(Br)cc(Br)cc3c(=O)[nH]2)CC(C)O1 (stereo unspecified)
55) CCOc1ccccc1NC(NC(=O)c1ccco1)C(=O)c1ccc(Cl)cc1 (stereo unspecified)
56) Cc1cccc(NC(=O)c2cc3cc(Cl)cc(Cl)c3oc2=O)c1

Assay by compound,49,50,51,52,53,54,55,56
TEAD-YAP block,3,-17,2,12,6,1,10,4
GPR151 activ,2.5,9.8*,-0.8,-0.1,0.2,-2.8,1.8,-2.3
MITF primary,-6,3,10,-1,7,5,11,22
FBW7 act,0.1,-0.3,-0.1,0.1,-0.1,0.2,0.1,0.6

57) COc1cc2c(cc1OC)C(C(=O)N1CCOCC1)C(c1cccs1)N(C)C2=O (stereo unspecified)
58) CCOc1ccc2[nH]c(=O)c(CN(CCCO)C(=O)Nc3ccccc3F)cc2c1
59) COc1cc(NS(=O)(=O)c2ccc(NC(=O)c3cccc([N+](=O)[O-])c3)cc2)nc(OC)n1
60) Cc1cccc(CN2CCC(N(C)Cc3nc4ccccc4s3)CCC2=O)c1 (stereo unspecified)
61) CCCC1CCC(C2CCC(c3noc(-c4c(-c5ccccc5Cl)noc4C)n3)CC2)CC1 (stereo unspecified)
62) CCC(=O)Nc1nnc(SCC(=O)Nc2cc(C)cc(C)c2)s1
63) CCCC(C)(c1ccc(C)cc1O)c1ccc(C)cc1O
64) COc1ccc([N+](=O)[O-])cc1NC(=O)C1(c2ccc(OC)c(OC)c2)CCCC1

Assay by compound,57,58,59,60,61,62,63,64
TEAD-YAP block,5,12,-11,1,-10,5,10,-8
GPR151 activ,0.2,-0.9,0.2,1.3,-0.1,0.7,1.9,0.3
MITF primary,-1,3,-2,11,-4,-1,9,53*
FBW7 act,-0.3,0.0,-0.1,-0.1,0.6,0.7,0.0,0.0

65) Oc1ccc(N2CCN(C(c3ccncc3)c3nnnn3C3CCCC3)CC2)cc1 (stereo unspecified)
66) CCN(CC)C(=O)c1sc(NC(=O)c2ccnn2C)c(C(=O)OC(C)C)c1C
67) O=C(/C=C/c1cccc(Oc2ccccc2)c1)Nc1cccc2ccccc12
68) Cc1sc2nc(-c3cccnc3)nc(NCCSCc3ccco3)c2c1C
69) CC(C)Cc1ccc(S(=O)(=O)N2c3ccccc3CC2C)cc1 (stereo unspecified)
70) O=C(c1ccc(Br)cc1)N1CCN(c2nc(-c3ccccc3)cs2)CC1
71) COc1ccc(C(=O)Nc2ccccc2C(=O)NC(C(=O)NCCCn2ccnc2)C(C)C)cc1 (stereo unspecified)
72) O=S(=O)(c1cccc2nonc12)N1CCN(c2ccccc2Cl)CC1

Assay by compound,65,66,67,68,69,70,71,72
TEAD-YAP block,-2,-6,-1,68*,3,8,-6,-5
GPR151 activ,0.3,-0.2,1.4,0.1,0.8,-0.5,0.0,-0.8
MITF primary,6,-2,0,3,12,12,-8,-4
FBW7 act,-0.2,-0.1,-0.1,-0.2,0.3,0.0,0.0,-0.1

6 of the compounds above, with two lines to a compound:
Results follow in this order: TEAD-YAP block | GPR151 activ | MITF primary | FBW7 act
65. Oc1ccc(N2CCN(C(c3ccncc3)c3nnnn3C3CCCC3)CC2)cc1 (stereo unspecified)
    -2 | 0.3 | 6 | -0.2
66. CCN(CC)C(=O)c1sc(NC(=O)c2ccnn2C)c(C(=O)OC(C)C)c1C
    -6 | -0.2 | -2 | -0.1
67. O=C(/C=C/c1cccc(Oc2ccccc2)c1)Nc1cccc2ccccc12
    -1 | 1.4 | 0 | -0.1
68. Cc1sc2nc(-c3cccnc3)nc(NCCSCc3ccco3)c2c1C
    68* | 0.1 | 3 | -0.2
69. CC(C)Cc1ccc(S(=O)(=O)N2c3ccccc3CC2C)cc1 (stereo unspecified)
    3 | 0.8 | 12 | 0.3
70. O=C(c1ccc(Br)cc1)N1CCN(c2nc(-c3ccccc3)cs2)CC1
    8 | -0.5 | 12 | 0.0

(next part)
73) CCCCNS(=O)(=O)c1ccc(NC(=O)c2ccc(C)c([N+](=O)[O-])c2)cc1
74) Cc1cc(Nc2cccc(Cl)c2C)n2nc(C)nc2n1
75) CCCCN(C)C(=O)C(=O)c1c[nH]c2ccccc12
76) Cc1ccc(-c2csc(Nc3ccccn3)n2)cc1
77) COc1ccc(C2C(C(=O)OCCOc3ccccc3)=C(C)NC3=C2C(=O)CCC3)c(OC)c1 (stereo unspecified)
78) O=C(Nc1ccc(F)cc1)N1CCOc2ccc(Cl)cc21
79) Cc1cc(Br)ccc1NC(=O)CN1C(=O)C2C3C=CC(C3)C2C1=O (stereo unspecified)
80) O=C1c2ccccc2C(=O)N1CSc1n[nH]c(-c2ccccc2)n1

Assay by compound,73,74,75,76,77,78,79,80
TEAD-YAP block,6,13,-1,11,15,2,0,0
GPR151 activ,0.7,-0.4,-0.3,-0.2,4.0,-0.7,-1.0,0.0
MITF primary,5,21,-3,-8,4,4,-10,5
FBW7 act,-0.2,-0.2,0.0,-0.1,0.1,0.0,-0.1,0.0

81) Brc1c(CSc2nc3ccccc3[nH]2)nc2sccn12
82) O=C(Cc1ccc(Br)cc1)Nc1ccc2c(c1)OCCO2
83) Cc1cc(Cl)ccc1OCCNS(=O)(=O)c1ccc(Br)s1
84) CCOc1ccccc1NS(=O)(=O)c1cc2c3c(c1)CC(=O)N3CCC2
85) CS(=O)(=O)N(CC(=O)Nc1cccnc1)c1cccc(Br)c1
86) O=C(Nc1ccc(Cl)cc1)c1cc(S(=O)(=O)NCc2ccccc2)ccc1F
87) O=C(Nc1ccc(F)c(Cl)c1)N1CCN(S(=O)(=O)c2ccc(Cl)cc2)CC1
88) Cc1ccc(N2C(=O)CSC23C(=O)N(CN2CCOCC2)c2ccccc23)cc1 (stereo unspecified)
89) COc1cc(CCC(=O)N[C@H](Cn2nc(-c3cccs3)ccc2=O)C(C)C)on1
90) COC(=O)C1CCN(C(=O)c2ccc(C)c(C)c2)CC1
91) Cc1n[nH]c(=S)n1/N=C/c1ccccc1F

Assay by compound,81,82,83,84,85,86,87,88,89,90,91
TEAD-YAP block,-54,-58,6,5,-5,7,10,-2,-4,-57,-11
GPR151 activ,-0.4,1.6,1.8,1.4,-0.9,-1.8,3.0,1.1,-0.3,0.6,2.5
MITF primary,5,1,4,2,6,-10,-6,-2,-5,-2,70*
FBW7 act,0.1,0.0,0.0,0.1,0.0,0.0,0.0,-0.2,-0.1,-0.1,0.2
